TRPML3 agonist: human mucolipin-3 channel agonism; 0.29% of 220,000 active; AID 1448; activation, % at 3 µM; HEK293 TRPML3-YFP, Fluo-8 calcium fluorescence; 100% = the carbachol control signal; Q8TDD5;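 active = activation above its plate's cutoff, the mean activation of the plate's test wells plus 3 SD, cut at about 12% in these data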;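 also: 0% = DMSO only wells and 100% = carbachol wells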
Target sequence (Q8TDD5 whole entry, looked up): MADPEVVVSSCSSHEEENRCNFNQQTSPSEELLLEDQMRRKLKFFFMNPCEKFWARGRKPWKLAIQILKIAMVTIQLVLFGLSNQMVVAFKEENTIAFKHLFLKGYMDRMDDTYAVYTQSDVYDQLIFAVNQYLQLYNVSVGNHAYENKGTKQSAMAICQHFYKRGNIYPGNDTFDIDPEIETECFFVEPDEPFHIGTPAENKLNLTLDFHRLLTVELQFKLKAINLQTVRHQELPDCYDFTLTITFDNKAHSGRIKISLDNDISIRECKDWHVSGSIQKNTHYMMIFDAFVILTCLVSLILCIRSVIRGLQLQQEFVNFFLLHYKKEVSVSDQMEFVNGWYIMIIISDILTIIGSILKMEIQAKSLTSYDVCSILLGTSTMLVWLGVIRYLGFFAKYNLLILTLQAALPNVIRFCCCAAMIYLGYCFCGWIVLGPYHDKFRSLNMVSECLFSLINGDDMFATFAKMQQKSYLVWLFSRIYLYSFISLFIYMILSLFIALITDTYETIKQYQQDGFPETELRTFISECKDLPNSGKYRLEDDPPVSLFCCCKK
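Test system – HEK293 line with stable expression of human TRPML3-YFP channel · Control set – carbachol 87 µM final as high control (100%), DMSO as low control (0%) · Signal – Fluo-8 calcium dye fluorescence, ex 470-495, em 515-575 nm · Incubation – 1-h 37 °C dye load, 5-s basal, 120-s post-compound reads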
NPY1 pot ag: potentiators or agonists of human neuropeptide Y receptor Y1; AID 1304; 0.37% of 220,000 active; NPY-Y1 expressing cells, potentiator/agonist activation; activation, % at 3.6 µM; in the data active = activation above about 33%, passing the limit was not always enough;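 also: cells stimulated with NPY at EC10 then isoproterenol at EC100; 0% = low agonist plus stimulus and 100% = saturating agonist plus stimulus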
Target sequence (P25929 whole entry, looked up): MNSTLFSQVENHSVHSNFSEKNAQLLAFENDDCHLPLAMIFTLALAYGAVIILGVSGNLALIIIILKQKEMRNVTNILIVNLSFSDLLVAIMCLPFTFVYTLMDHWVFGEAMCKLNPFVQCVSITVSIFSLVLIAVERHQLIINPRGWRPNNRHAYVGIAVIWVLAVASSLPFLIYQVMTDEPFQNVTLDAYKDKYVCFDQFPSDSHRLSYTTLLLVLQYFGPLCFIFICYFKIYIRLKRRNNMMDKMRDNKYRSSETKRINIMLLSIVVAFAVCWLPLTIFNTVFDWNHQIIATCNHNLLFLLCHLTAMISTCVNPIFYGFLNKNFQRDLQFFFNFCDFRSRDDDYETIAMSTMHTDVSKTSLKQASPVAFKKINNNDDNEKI
S1P4 antagonist: human S1P4 receptor antagonism. inhibition, % at 4.98 µM. O95977. S1P4-expressing cells, antagonist mode, reporter read-out. 0.26% of 220,000 active; in the data active = inhibition above about 29%;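 also: 0% = wells stimulated with agonist and 100% = vehicle wells without agonist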
TRPN1 ag: activates the zebrafish TRPN1 channel; HEK293 zebrafish TRPN1-YFP, Fluo-8 calcium fluorescence; 100% = response to 87 µM carbachol; activation, % at 3 µM; 0.18% of 220,000 active; AID 1424;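 active = activation above its plate's cutoff, the mean activation of test wells on that plate plus 3 SD, cut at about 19% in these data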;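 also: 0% = DMSO alone and 100% = 87 µM carbachol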
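Material – zebrafish TRPN1-YFP in HEK293 cells · Doses – 3 µM single point · Schedule – dye 1 h 37 °C plus 30 min RT · Signal – Fluo-8 calcium fluorescence, excitation 470-495 nm, emission 515-575 nm · Read-out – % activation versus carbachol response · Control set – carbachol high, DMSO low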
NPY Y1 blocker: antagonists of human neuropeptide Y receptor Y1 | P25929 | HEK293-CNG Y1 cells, membrane potential fluorescence; NPY at EC95, then isoproterenol | inhibition, % at 3.6 µM | 1% of 200,000 active;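 active = inhibition above the campaign mean inhibition of all tested compounds plus 3 SD, cut at about 20% in these data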;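 also: 0% = DMSO wells given NPY plus isoproterenol and 100% = isoproterenol alone without NPY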
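Test system – HEK293 Y1/CNG channel cell line · Also added – NPY agonist 25 nM, then isoproterenol 1 µM plus Ro 20-1724 25 µM · Compound dosing – one concentration, 3.6 µM, in 0.4% DMSO · Schedule – compound incubation 1 h at room temperature, readout 45 min post-stimulation · Technique – fluorescence, membrane potential probe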
EP2 mod: EP2 receptor (human) modulation. induction, % at 25 µM. 0.83% of 260,000 active. EP2-expressing cells, cAMP HTRF FRET, PGE2 co-stimulation. AID 940. P43116;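 active = compounds whose cAMP rise, as percent of the full-agonist control response, exceeds 60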;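 also: rat C6 glioma line stably carrying human EP2 under a CMV promoter; the protocol text gives 20 µM as final concentration; 100% = response of wells given 1 µM PGE2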
CHOP inh: CHOP inhibition in unfolded protein response. CHO-K1 CHOP-promoter luciferase, tunicamycin-induced, 15-18 h. AID 2732. inhibition, % at 10 µM. 3.8% of 220,000 active;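 active = compounds that reduced the stress-induced luciferase reporter signal by more than about 70% of percent inhibition, limit read from the data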;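 also: 0% = tunicamycin plus vehicle and 100% = wells without tunicamycin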
NPY2 pot ag: potentiates or activates human NPY-Y2 receptor. activation, % at 3.6 µM. 0.45% of 220,000 active. cells expressing NPY-Y2, potentiator/agonist read-out; in the data active = activation above about 27%;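 also: cells stimulated with NPY near EC25 plus isoproterenol at EC100; 0% = vehicle plus submaximal agonist and 100% = vehicle plus saturating agonist; some results beyond the cut were filed as inactive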
S1P4 agonist: activates the human S1P4 receptor. 0.35% of 220,000 active. AID 1509. O95977. S1P4-expressing cell line, agonist reporter assay. activation, % at 4.98 µM; in the data active = activation above about 11%;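 also: 0% = DMSO vehicle and 100% = reference agonist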
An asterisk follows results filed as active; · = not tested or not shown; & = joins results of further samples.

entry | structure | S1P4 agonist | NPY Y1 blocker | NPY1 pot ag | TRPN1 ag | S1P4 antagonist | CHOP inh | NPY2 pot ag | TRPML3 agonist | EP2 mod
1 | C/C=C/c1ccc(OCCCNC2CCCC2)c(OC)c1 | 1.4 | 6 | -15 | -0.6 | -8 | 56 | -21 | 0.7 | -9
2 | Clc1ccc(Oc2cnns2)cc1Cl | 1.6 | 5 | -3 | 0.1 | -8 | 14 | -14 | 0.8 | 1
3 | CC(C)(C)OC(=O)N1CCN(c2ccc(CNC(=O)c3ccc(Cl)cc3)cc2)CC1 | -1.1 | -2 | 10 | 6.7 | -14 | 35 | -13 | 3.7 | 3
4 | Cc1cc(NC(=O)C(C)C)ncc1NC(=O)Cc1ccccc1 | -0.8 | -2 | 4 | 1.0 | -1 | -5 | 4 | -0.5 | 3
5 | O=S(=O)(/N=C(/Nc1ccccc1)c1ccccc1)c1cccs1 | 1.7 | -1 | -11 | -0.3 | -20 | 7 | 0 | 0.2 | 23
6 | COc1ccc(C2=NN3C(C2)c2ccccc2OC32C(=O)N(C)c3ccccc32)cc1 (stereo not given) | -1.3 | 2 | -18 | 1.6 | -21 | 26 | -2 | 0.2 | -15
7 | CC1CCCC(C)N1C(=O)CSc1nc2ccccc2s1 (stereo not given) | -0.1 | -1 | 5 | -2.4 | -1 | -13 | 24 | -0.4 | 9
8 | C=C(C)C1CC=C(C)/C(=N/NC(=O)COc2ccc(Cl)cc2)C1 (stereo not given) | 1.8 | 3 | 14 | 2.0 | -3 | 86* | 0 | 1.3 | 38

Results in EP2 mod, for 2 of the compounds above:
entry	smiles	EP2 mod
7	CC1CCCC(C)N1C(=O)CSc1nc2ccccc2s1 (stereo not given)	9
8	C=C(C)C1CC=C(C)/C(=N/NC(=O)COc2ccc(Cl)cc2)C1 (stereo not given)	38

Next section
entry | structure | S1P4 agonist | NPY Y1 blocker | NPY1 pot ag | TRPN1 ag | S1P4 antagonist | CHOP inh | NPY2 pot ag | TRPML3 agonist | EP2 mod
9 | O=C(COC(=O)C1CC(=O)N(Cc2ccccc2)C1)Nc1ccc(Cl)cc1F (stereo not given) | -1.2 | -1 | -3 | 3.5 | -8 | 9 | 3 | 1.5 | 0
10 | CCCCn1c(O)c(/C=C2\C=NN=C2c2ccccc2)sc1=S | -1.8 | 9 | 9 | 1.2 | 8 | 61 | 5 | 0.2 | 3
11 | COc1ccc(Cl)cc1-c1nc(N)nc(NC2CCCCC2)n1 | 0.9 | 0 | -15 | -0.8 | -4 | -2 | 0 | 0.5 | 14
12 | CCOC(=O)c1cc(CC)sc1NC(=O)c1ccc([N+](=O)[O-])c(N2CCOCC2)c1 | 2.8 | -1 | 4 | -0.8 | -2 | -26 | 9 | 1.0 | 47
13 | O=C(N1CCOCC1)C(F)(F)C(F)(F)C(F)(F)C(F)(F)C(=O)N1CCOCC1 | 0.6 | 2 | 11 | 1.1 | -14 | -9 | 4 | 1.4 | 22
14 | Cc1sc(NC(=O)C2CCCCC2)c(C#N)c1-c1ccccc1 | 1.5 | 7 | 18 | 0.0 | 6 | 2 | -13 | 2.2 | 13
15 | Nn1cnc2sc3c(c2c1=O)CCC3 | -1.2 | 3 | -1 | 0.5 | -38 | 20 | -2 | 0.8 | 21
16 | N#C/C(=C/c1ccncc1)c1nc2ccccc2c(=O)[nH]1 | 2.2 | · | 6 | 1.5 | -14 | -14 | -22 | 1.1 | -4
17 | N#CCCCN1C(=O)C(O)(CC(=O)c2ccc3c(c2)OCCO3)c2ccccc21 (stereo not given) | 0.1 | -2 | -13 | 1.5 | -14 | 11 | 7 | 0.4 | 8
18 | COCCN1C(=O)N[C@@H](CCc2ccccc2)C(C(C)=O)=C1C | 1.5 | 0 | -5 | 0.9 | -17 | 9 | 5 | -0.2 | 3
19 | CCOc1ccc(N2C(=O)C3C(C2=O)C3(c2ccccc2)c2ccccc2)cc1 (stereo not given) | 0.2 | -1 | -18 | -2.5 | -11 | 8 | -11 | -0.7 | 41
20 | Cc1cc(C(=O)COC(=O)CC2Sc3ccccc3NC2=O)c(C)n1-c1ccccc1 (stereo not given) | -2.1 | -6 | -33 | 1.2 | -1 | 24 | -5 | 0.5 | -7
21 | CN(C)n1cccc1/C=C(\C#N)S(=O)(=O)c1ccc(Cl)cc1 | 0.2 | · | -24 | -0.2 | -3 | 13 | 9 | 0.1 | 14
22 | CCOC(=O)c1oc2cccc(OC(C)=O)c2c1C | 0.7 | 2 | -3 | -0.8 | -5 | 46 | -2 | -0.2 | 10
23 | CNC(=S)N(Cc1cc2cc(OC)c(OC)cc2[nH]c1=O)C1CCCC1 | 0.0 | -2 | 10 | -1.1 | 0 | 8 | 17 | -0.5 | 26&3
24 | COc1ccc(CNCC(=O)Nc2sccc2C#N)cc1 | -0.8 | 3 | 6 | 0.7 | -14 | -9 | -6 | 1.0 | -3
25 | Cc1oc2cc([N+](=O)[O-])c(O)c([N+](=O)[O-])c2c1C(=O)c1ccc(Cl)cc1 | -0.2 | · | -11 | -3.2 | -2 | 25 | 3 | -1.4 | -4
26 | CCCC(=O)NC(Nc1cc(C(F)(F)F)ccc1Cl)C(Cl)(Cl)Cl (stereo not given) | -0.3 | 1 | -5 | -1.2 | -17 | 97* | -15 | -0.5 | 49
27 | O=C(O)CC1(c2ccccc2)C(=O)c2ccccc2C1=O | 0.7 | 1 | -16 | 2.9 | -10 | -3 | 6 | 0.5 | 17
28 | Cc1ccccc1C(=O)N1CCN(c2ccc(NC(=O)CSc3ccc(Cl)cc3)cc2)CC1 | -3.3 | -8 | 52 | 4.8 | 27 | 65 | 18 | 1.2 | -32
29 | Cn1c(N)c(C(=O)NCc2ccccc2Cl)sc1=S | 0.9 | -3 | -2 | -1.4 | -22 | 15 | 1 | -1.1 | -20
30 | NNC(=O)Cn1nnc(-c2ccc(C(F)(F)F)cc2)n1 | 0.6 | · | 5 | 0.9 | -14 | 15 | -18 | 0.8 | 0
31 | CC(C)CC(=O)Nc1c2c(nn1-c1ccc(F)cc1)CSC2 | 0.6 | -4 | 93* | -2.6 | 9 | 5 | 100* | 0.2 | 20
32 | Cc1cc(NC(=O)CSC2=Nc3ccccc3C3=NC(Cc4ccccc4)C(=O)N23)n[nH]1 (stereo not given) | 0.6 | -3 | 7 | 0.5 | 0 | 50 | 19 | 0.3 | 0
33 | COCC(C)N=Cc1c(O)[nH]c2ccccc12 (stereo not given) | -0.4 | -2 | -10 | 1.3 | 1 | -8 | -5 | 0.1 | -9
34 | O=C(NCCc1ccccc1)/C(=C\c1ccc([N+](=O)[O-])cc1)NC(=O)c1ccccc1 | -1.7 | -3 | 29 | 0.1 | -28 | 29 | 10 | -1.3 | 30
35 | CCOC(=O)CC(NC(=O)c1cccc2c1C(=O)N(Cc1cccnc1)C2)c1ccc(OC(C)C)cc1 (stereo not given) | 1.7 | 0 | -10 | -0.5 | -32 | -5 | -7 | -0.1 | -7
36 | CCCOC(=O)C1[C@H]2C(=O)N(Cc3ccco3)C[C@]23C=C[C@H]1O3 (stereo not given in full) | -1.0 | -5 | -2 | 0.5 | -5 | 17 | 7 | 0.8 | 5
37 | CN1CCCN(C(=O)CC(c2ccccc2)c2ccccc2)CC1 | 1.2 | 2 | -12 | 0.1 | -4 | 0 | 9 | 0.8 | -7
38 | O=C(Cn1cc(C(=O)C(F)(F)F)c2ccccc21)N1CCOCC1 | -1.5 | 6 | 3 | -1.1 | 14 | -10 | 8 | 0.7 | -4
39 | O=C(NCc1cccs1)c1cc(S(=O)(=O)N2CCCCC2)ccc1Cl | -1.5 | -7 | -3 | 1.4 | -15 | 10 | 5 | 0.5 | -38&0
40 | COc1cc(C(=O)NCC(c2cccnc2)N2CCN(c3ccc(F)cc3)CC2)cc(OC)c1OC (stereo not given) | -0.8 | 4 | -13 | 1.4 | -2 | 20 | -6 | 1.5 | 1
41 | CCc1ccccc1NS(=O)(=O)c1ccc(SC)cc1 | 0.4 | 0 | -19 | -1.8 | 0 | 42 | -1 | -0.2 | 6
42 | O=C(Nc1cccnc1)c1cc(F)c(F)cc1Cl | 0.1 | -1 | 1 | 0.9 | -1 | -3 | -12 | 0.2 | 28
43 | Cc1cc(Cl)c(S(=O)(=O)N2CCN(c3ccccn3)CC2)cc1OCC(=O)NC1CCCCC1 | 0.8 | · | 4 | 4.5 | -8 | 22 | -20 | 2.1 | -10
44 | Cc1cc(NC(=O)Cn2ccsc2=N)c([N+](=O)[O-])cc1C | 2.6 | -4 | 8 | 1.2 | -16 | 0 | 6 | 0.7 | -4
45 | Cc1ccc(C(=O)CSc2n[nH]c(C)n2)cc1 | 0.6 | -3 | -14 | -0.4 | -2 | 22 | -12 | -0.2 | 15
46 | N#Cc1nc(Cc2ccccc2)oc1N1CCCC1 | 0.9 | 1 | -19 | 0.2 | -17 | 0 | 0 | -0.1 | 2
47 | Cc1cc(C)c2c(N)c(C(=O)NN3CC(=O)N(c4ccccc4)CC3=O)sc2n1 | 0.4 | · | 19 | 0.9 | -1 | 32 | -2 | 0.4 | 14
48 | Cc1nc(NC(C)(C)CO)c([N+](=O)[O-])cc1[N+](=O)[O-] | -2.5 | -2 | 12 | 0.4 | -8 | -1 | 5 | 0.0 | 24
49 | CCOc1ccc(Br)cc1S(=O)(=O)Nc1ccc(C(=O)Nc2ccc(C)cc2)cc1 | -0.6 | -1 | 13 | 0.2 | 11 | 32 | 8 | 0.4 | -23
50 | COC(=O)NC1CSCC1OC(=O)c1ccc(Br)cc1 (stereo not given) | -1.0 | -3 | 14 | -0.4 | -8 | 34 | -4 | 0.8 | -11
51 | O=C1CSC(=S)N1Cc1cccnc1 | 0.8 | 5 | 22 | 8.3 | -6 | 2 | -1 | 5.4 | 2
52 | CC1(c2ccccc2)NC(=O)N(CCN2C(=O)c3ccccc3C2=O)C1=O (stereo not given) | 1.3 | -4 | 5 | 0.0 | 6 | -8 | 5 | -0.2 | -38
53 | CCCOc1cccc(C(=O)Nc2nnn(CCC)n2)c1 | 0.9 | 3 | -7 | 0.0 | -2 | 11 | -6 | -0.3 | -8&-2
54 | COc1ccc(/C=C/C(=O)c2ccc(NC(=O)c3cccs3)cc2)cc1OC | 0.6 | 0 | 10 | 2.8 | -18 | -234 | 1 | 0.6 | -4
55 | Cc1ccc(NC(=O)c2c([N+](=O)[O-])c(C(C)(C)C)nn2C)cc1 | -0.2 | 3 | -7 | 0.0 | -8 | 56 | 7 | 0.8 | -8
56 | Nc1ccccc1C(=O)N/N=C1\C2CN3CCN(C2)CC1(c1ccccc1)C3 | 0.9 | -5 | -13 | 1.1 | -3 | -31 | 10 | 0.7 | 1
57 | COc1ccc2c(C(=O)CCl)c[nH]c2c1 | -0.2 | · | 4 | 1.5 | -4 | -149 | 2 | 1.7 | -10

Source: PubChem

This is a random part of the collection; about 6.5% have a hit in one of these screens.
